Source: PubChem
FBW7 activator – activators of human E3 ligase FBW7. Q969H0. AlphaScreen FBW7–phospho-cyclin E peptide binding, activator screen. normalized activity (activation), % at 26.1 µM. 0.13% of 650,000 active; in the data active = normalized activity above about 1.9%;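 also: purified mutant Fbw7 with reduced substrate affinity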
Target sequence (Q969H0 whole entry, looked up): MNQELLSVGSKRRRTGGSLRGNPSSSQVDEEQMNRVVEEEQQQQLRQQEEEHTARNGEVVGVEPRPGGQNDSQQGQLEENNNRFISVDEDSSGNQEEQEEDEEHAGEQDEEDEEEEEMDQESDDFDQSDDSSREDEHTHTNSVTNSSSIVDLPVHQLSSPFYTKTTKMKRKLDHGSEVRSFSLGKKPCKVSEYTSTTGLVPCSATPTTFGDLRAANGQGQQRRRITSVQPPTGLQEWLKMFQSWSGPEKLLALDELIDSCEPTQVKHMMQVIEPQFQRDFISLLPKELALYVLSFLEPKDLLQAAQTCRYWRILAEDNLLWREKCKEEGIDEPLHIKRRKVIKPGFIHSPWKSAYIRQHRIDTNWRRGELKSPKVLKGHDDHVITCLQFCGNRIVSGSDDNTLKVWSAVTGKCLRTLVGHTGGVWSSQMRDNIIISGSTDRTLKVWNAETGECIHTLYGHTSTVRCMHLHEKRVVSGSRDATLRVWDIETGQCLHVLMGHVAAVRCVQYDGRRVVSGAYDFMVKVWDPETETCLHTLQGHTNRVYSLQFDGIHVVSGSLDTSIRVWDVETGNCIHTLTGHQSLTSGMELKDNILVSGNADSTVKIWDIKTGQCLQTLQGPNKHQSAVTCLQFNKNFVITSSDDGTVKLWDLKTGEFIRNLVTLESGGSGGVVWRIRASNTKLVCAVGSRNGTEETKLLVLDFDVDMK
MITF inh – blocks human microphthalmia-associated transcription factor; AlphaScreen MITF homodimerization, bead proximity signal; 0.91% of 650,000 active; O75030; inhibition, % at 2.6 µM; in the data active = inhibition above about 50%;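 also: 0% = vehicle wells with protein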
GPR151 activ – human GPR151 activation. Q8TDV0. PathHunter beta-arrestin GPR151 cells, luminescence. activation, % at 11.2 µM. 1% of 650,000 active. AID 1508602; in the data active = activation above about 4.9%;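 also: 0% = median of compound wells and 100% = cells with positive control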
TEAD-YAP inh – TEAD-YAP interaction inhibition; HEK-TIYL cells, TEAD-Gal4/YAP UAS-luciferase luminescence; inhibition, % at 9.12 µM; 1.4% of 640,000 active; in the data active = inhibition above about 32%;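 also: 0% = median of test compound wells and 100% = reference inhibitor wells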
Starred values were filed as active, the others as inactive; · = no result given; & = joins results of further samples.

Screens in order: FBW7 activator	MITF inh	GPR151 activ	TEAD-YAP inh
O=C(Cc1ccc(F)cc1)N1CCC(c2ccncc2)CC1
    0.0	-1	-0.3	13
CCOC(=O)Cn1c(N)c(C(=O)OC)sc1=S
    0.0	-4	-0.2	7
CC(C)C[C@@H]1NC(=O)[C@H]2CN(C(=O)Oc3ccc(F)cc3)CCN2C1=O
    0.3	4	2.4	1
C=CCN1c2ccccc2[C@]23C[C@@H](C(=O)OC)N(C(=O)Nc4ccccc4F)C2=NC(C(=O)OC)=C(C(=O)OC)[C@H]13
    0.3	-35	-0.7	·
CCOc1ccccc1/C=N/NC(=S)Nc1cccnc1
    -0.2	8	0.2	25
CCOC(=O)c1sc(=S)n(-c2ccc(F)c(Cl)c2)c1N
    0.0	15	-0.1	3
Cn1c(=O)[nH]c(=O)c2c1nc(CN1CCOCC1)n2CCCO
    0.0	-4	1.2	-11
CC(=O)Nc1ccc(NC(=O)C2C3CCC(C3)C2C(=O)O)cc1 (centres undefined)
    -0.1	3	1.8	8
O=c1ccc(-c2cccs2)cn1Cc1ccc(F)cc1F
    -0.3	-2	0.7	-2
O=C1c2nccnc2C(=O)N1c1ccc2c(c1)OCCO2
    -0.2	3	-5.3	7
COc1cc(C(=O)Nc2ccc3oc(-c4cccc(C)c4)nc3c2)cc(OC)c1OC
    -0.1	-1	-0.3	20
Cn1c(=O)c2c(nc(NCc3ccccc3)n2Cc2ccccc2F)n(C)c1=O
    -0.7	-6	2.3	-35
COc1cccc(C(=O)Nc2nc3c(Cl)cc(Cl)cc3s2)c1OC
    0.0	7	1.4	-1
CSc1ccc(S(=O)(=O)NCCSc2ccccn2)cc1
    -0.1	1	1.9	-6
CCOC(=O)C1CCCN(C(=O)c2sc3ncn(Cc4ccccc4Cl)c(=O)c3c2C)C1 (centres undefined)
    0.0	-4	0.1	3
Nc1nnc(SCC(=O)Nc2ccccc2Br)s1
    0.1	7	-0.6	12
Cc1nc2ccccn2c1CN(C)C(=O)CCC1(Cc2ccc(Cl)cc2)CCC(=O)N1 (centres undefined)
    0.0	13	-0.2	13
COc1ccccc1N(CC(=O)N1CCN(c2ccccc2)CC1)S(=O)(=O)c1ccc(C)cc1
    -0.2	2	2.1	-1
CCn1c(=O)c2c(nc3n2CCCN3c2ccccc2C)n(C)c1=O
    0.0	5	2.1	7
CS(=O)(=O)N1CCN=C1SCc1cccc([N+](=O)[O-])c1
    -0.1	8	-2.0	9
COC(=O)c1cc(C(=O)N2CCCc3ccccc32)cc([N+](=O)[O-])c1
    0.2	6	-1.6	11
O=C(N/C(=C\c1ccco1)C(=O)N1CCCCC1)c1ccccc1
    0.0	2	-0.1	-2
Cc1ccc(NC(=O)CC2Sc3ccc(C(F)(F)F)cc3NC2=O)c(C)c1 (centres undefined)
    -0.2	-4	-1.4	3
COc1ccc2cc(C3C(C#N)=C(N)OC4=C3C(=O)CC(C)(C)C4)c(=O)[nH]c2c1 (centres undefined)
    -0.1	-7	1.1	-7
CC1Cc2cc(S(=O)(=O)NCCC(=O)NCc3ccccc3)ccc2N1C(=O)C1CC1 (centres undefined)
    -0.1	1	-0.7	0
O=C(Nc1c2c(nn1-c1ccccc1)CCC2)c1nc2ccccc2s1
    -0.1	-6	1.8	-3
Cc1noc(C)c1COC(=O)C1c2ccccc2Oc2ccccc21
    -0.1	2	-1.3	-6
CNC(=O)c1ccc(N2C(=O)C3C4C=CC(C4)C3C2=O)cc1 (centres undefined)
    0.0	10	0.3	3
COC(=O)c1sc(S(=O)(=O)NC(CCSC)C(=O)O)c(C(=O)OC)c1C (centres undefined)
    -0.1	1	-1.2	3
CCN1CCN(C(c2nnnn2C2CCCC2)C(C)C)CC1 (centres undefined)
    0.0	-6	-0.5	-13

Looked up by compound from the list above (four):
Screens in order: FBW7 activator	MITF inh	GPR151 activ	TEAD-YAP inh
C=CCN1c2ccccc2[C@]23C[C@@H](C(=O)OC)N(C(=O)Nc4ccccc4F)C2=NC(C(=O)OC)=C(C(=O)OC)[C@H]13
    0.3	-35	-0.7	·
CC(C)C[C@@H]1NC(=O)[C@H]2CN(C(=O)Oc3ccc(F)cc3)CCN2C1=O
    0.3	4	2.4	1
COC(=O)c1sc(S(=O)(=O)NC(CCSC)C(=O)O)c(C(=O)OC)c1C (centres undefined)
    -0.1	1	-1.2	3
Cc1noc(C)c1COC(=O)C1c2ccccc2Oc2ccccc21
    -0.1	2	-1.3	-6

The listing picks up with the 5 entries that preceded the break.
Screens in order: FBW7 activator	MITF inh	GPR151 activ	TEAD-YAP inh
O=C(Nc1c2c(nn1-c1ccccc1)CCC2)c1nc2ccccc2s1
    -0.1	-6	1.8	-3
Cc1noc(C)c1COC(=O)C1c2ccccc2Oc2ccccc21
    -0.1	2	-1.3	-6
CNC(=O)c1ccc(N2C(=O)C3C4C=CC(C4)C3C2=O)cc1 (centres undefined)
    0.0	10	0.3	3
COC(=O)c1sc(S(=O)(=O)NC(CCSC)C(=O)O)c(C(=O)OC)c1C (centres undefined)
    -0.1	1	-1.2	3
CCN1CCN(C(c2nnnn2C2CCCC2)C(C)C)CC1 (centres undefined)
    0.0	-6	-0.5	-13
O=C(C1CCCCC1)N1CCCC(c2nc(-c3ccc(F)cc3)no2)C1 (centres undefined)
    0.0	-4	0.7	4
COc1ccccc1CNC(=O)c1sc2ncnc(N3CCC(C)CC3)c2c1C
    0.6	5	-0.1	-9
Cc1cccc2cc(CN(CCCO)C(=O)Nc3ccccc3F)c(=O)[nH]c12
    -0.1	-4	-0.4	0
Cc1ccc(/C=N\NC(=O)c2ccc(O)cc2)cc1
    -0.1	3	0.2	-4
Cc1ccc(C)c(N2C(=O)c3ccc(C(=O)OCC(C)C)cc3C2=O)c1
    -0.1	-2	1.7	17
COc1cccc(CNC(=O)Nc2ccc(-c3cn[nH]c3)cc2SCCN(C)C)c1
    -0.4	7	-1.5	-1
O=C(CCN1CCN(c2ccccc2)CC1)Nc1ccc(OC(F)(F)F)cc1
    -0.1	-3	-0.1	2
Cc1cc(Cl)ccc1N(CC(=O)Nc1cccc(Cl)c1)S(=O)(=O)c1ccccc1
    0.1	10	-1.3	-6
COc1ccc(C(=O)CSc2ncccc2-c2nc3ccccc3[nH]2)cc1
    0.1	5	-0.1	-1
CCc1noc(C)c1C(=O)OCC(=O)c1ccc(Br)s1
    -0.2	-1	-0.7	-7
COc1ccc(C2SCCN2S(=O)(=O)c2ccc(Br)cc2)cc1[N+](=O)[O-] (centres undefined)
    0.4	10	0.0	5
NC(=O)c1cnc(N2CCCC2CO)s1 (centres undefined)
    -0.1	9	0.7	3
Cc1ccc(C)c(C(=O)COc2ccc(S(=O)(=O)N3CCCC3)cc2[N+](=O)[O-])c1
    0.5	6	-0.7	0
CCN(CC)C(=O)Cn1cnc2sc3c(c2c1=O)CCC3
    0.1	5	0.5	6
COc1cc(/C=N/NC(=O)CNc2ccccc2F)cc(OC)c1O
    0.0	11	0.2	-1
COCCn1c(SCC(=O)NCC2CCCO2)nc2c(c1=O)SC(C)C2 (centres undefined)
    0.0	11	-0.3	8
CN(C)c1ccc(C2C(C#N)=C(N)N(c3ccc(Br)cc3)C3=C2C(=O)CC(C)(C)C3)cc1 (centres undefined)
    0.1	14	1.1	0
COC(=O)c1ccc2nc(NC(=O)CSc3ncn[nH]3)sc2c1
    -0.3	6	-0.9	-23
Cc1cc(C)nc(NNC(=O)c2ccccc2Br)n1
    0.0	0	1.1	16
N#Cc1c(Nc2ccc(Cl)cc2)ccnc1Cl
    -0.1	-11	-0.4	-2
COC(=O)c1ccccc1NC(=O)c1c(C)oc(C)c1S(=O)(=O)N(C)C
    -0.2	5	-0.3	-6
COc1ccccc1OCCNc1ccc([N+](=O)[O-])cc1C#N
    0.1	5	-1.4	0
O=C(COC(=O)/C=C/c1ccc(C(F)(F)F)cc1)NC(=O)NC1CCCCC1
    0.1	-3	2.4	-7
c1ccc(-c2nc3cccnc3nc2N2CCCCC2)cc1
    0.0	0	1.1	-3
NC(=O)C1CCN(C(=O)c2cnn(-c3ccccc3)c2NC(=O)c2ccco2)CC1
    0.0	-11	-1.3	-2
c1csc(-c2cnc3n2CCCCC3)c1
    0.0	16	-0.5	-5
COC1CCCN(Cc2nc(Nc3ccccc3)c3ccccc3n2)C1 (centres undefined)
    0.1	-35	-1.1	9
Cc1noc(C)c1COC(=O)Cc1ccccc1F
    0.1	11	-1.2	8
O=C(Cn1nnc2ccccc21)N1CCc2c(nc(N3CCCC3)[nH]c2=O)C1
    0.3	15	-0.4	-4
C/C(=N/N=C1\NC(=O)C(C)S1)c1ccc(Cl)cc1 (centres undefined)
    0.0	4	-0.7	-9

No new results follow: entries from further up.
Screens in order: FBW7 activator	MITF inh	GPR151 activ	TEAD-YAP inh
Cc1noc(C)c1COC(=O)Cc1ccccc1F
    0.1	11	-1.2	8
O=C(Cn1nnc2ccccc21)N1CCc2c(nc(N3CCCC3)[nH]c2=O)C1
    0.3	15	-0.4	-4
C/C(=N/N=C1\NC(=O)C(C)S1)c1ccc(Cl)cc1 (centres undefined)
    0.0	4	-0.7	-9

Other entries:
Screens in order: FBW7 activator	MITF inh	GPR151 activ	TEAD-YAP inh
CC(=O)Oc1ccc(-n2c(=O)c3ccccc3c3ccccc3c2=O)cc1
    0.0	-3	3.3	-3
CCN(CC)C(=S)NC(=O)c1ccc(Cl)cc1
    -0.3	-10	1.2	4
O=C(c1cccnc1)N1CCN(C(=O)c2ccccc2F)CC1
    0.2	12	0.2	8
O=C(O)CCNC(=O)c1ccc(N=Nc2ccc(O)c(C(=O)O)c2)cc1
    0.2&0.8	7&26	-0.9&-3.5	3
Clc1ccccc1CN1CCN(CC2CC3C=CC2C3)CC1 (centres undefined)
    -0.1	74*	0.1	5
Cc1nc2sc3c(c2c(=O)n1Cc1cccc([N+](=O)[O-])c1)CCCC3
    -0.1	3	1.6	-4
Cc1nc(C)c(C(=O)N(Cc2cccnc2)C(C(=O)NC2CCCC2)c2ccccc2)s1 (centres undefined)
    0.1	11	-0.6	-6
Cc1ccc(NC(=O)C2C3C=CC4(CNC(=O)C(c5ccc(F)cc5)N(Cc5cccs5)C(=O)C24)O3)cc1 (centres undefined)
    0.4	4	1.5	2
CC(C)c1ccc(NC(=O)C(c2ccc3c(c2)OCO3)N(Cc2ccccc2)c2ccccc2)cc1 (centres undefined)
    -0.2	3	5.7*	3
CC1CCCC(NC(=O)C2N(CCc3ccccc3)C(=O)C3C(C(=O)Nc4ccc(Cl)cc4)C4C=CC32O4)C1C (centres undefined)
    -0.2	-9	0.4	8
Nc1c(C(=O)c2ccccc2)sc2nc3c(c(-c4cccs4)c12)CCCC3
    1.0	23	-1.7	-10
CCOC(=O)c1cc2cccc(NS(=O)(=O)c3ccc(OC)cc3)c2[nH]1
    -0.1	-4	0.0	52*
CCCOC(=O)Oc1ccc2c(=O)c(Oc3cc(C)cc(C)c3)coc2c1
    0.5	11	-1.0	9
O=C(O)C1CCCN1C(=O)c1ccc(C23CC4CC(CC(C4)C2)C3)cc1 (centres undefined)
    0.0	4	0.0	5
CCOC(=O)CCN(Cc1ccccc1Cl)S(=O)(=O)c1ccc(Cl)cc1
    -0.1	-5	1.7	-4
Cc1ccc(NC(=O)Cn2c(C)nc3sc4c(c3c2=O)CCCC4)cc1F
    0.0	8	-0.7	-2
Nc1nc(F)cc(NCc2ccccc2)n1
    -0.2	7	0.6	-3
CC1C/C(=N/NC(N)=O)C(C)C(C)S1 (centres undefined)
    0.1	8	0.4	0
Cc1ccc(Cl)cc1NC(=O)CSc1nnc(N)s1
    0.4	12	-1.6	12
c1ccc(OCc2nc3ccccc3n2Cc2ccccn2)cc1
    -0.3	-9	-1.6	-26
CCC(=O)Oc1ccc2c(C)cc(=O)oc2c1I
    -0.1	-5	0.2	8
COc1ccc(CCC(=O)NCCS(=O)(=O)N2CCc3ccccc3C2)cc1
    -0.1	-5	-0.4	-1
COc1ccccc1NC(=O)c1ccccc1NC(=O)c1ccc(C)cc1
    1.5	2	-1.5	-5
Fc1ccc(-c2nc(-c3ccncc3)no2)cc1
    -0.2	6	-1.7	-28
CC(C)N(CC(N)=O)C(=O)COc1ccc(I)cc1
    -0.1	4	1.5	-2
COc1ccc(NC(=O)N2CCCN(c3nc4cc5c(cc4cc3C#N)OCO5)CC2)cc1
    0.3	-4	2.2	-12
Cc1ccc(C(=O)Nc2nnc(-c3ccc(C)c(C)c3)o2)cc1C
    0.9	12	-1.0	10
NC1=NC(=O)/C(=C\c2ccc(Oc3ccc([N+](=O)[O-])cc3[N+](=O)[O-])cc2)S1
    0.3	19	-0.8	6
O=C(O)c1cccc(S(=O)(=O)N2CCCCC2)c1
    0.1	13	2.1	2
O=S(=O)(c1cc(Cl)ccc1Cl)N1CCN(CCO)CC1
    0.0	20	0.4	0
COc1ccc(N2CCN(c3nc(-c4ccccc4F)nc4ccccc34)CC2)cc1
    0.0	12	0.6	6
CC12CC(NC(=O)N1c1ccc(Cl)cc1)c1ccccc1O2 (centres undefined)
    0.1	-12	-1.1	6
CC(Oc1ccc(Br)cc1)C(=O)Nc1cccc(F)c1 (centres undefined)
    0.4	-5	2.8	7
CCc1cccc(C)c1N1C(=O)C=C(Br)C1=O
    0.9	17	0.8	-6
CCCCOc1ccc(C(=O)Nc2cc(OC)ccc2OC)cc1
    -0.1	6	0.5	-9
